Compound activity from PubChem.
TrxR1 substrate = rat thioredoxin reductase 1 substrate activity; O89049; AID 588456; 390,000 compounds, 0.01% hits; Potency, µM (top dose mostly 114 µM), for the others: top-dose activity change, negative = substrate turnover; purified TrxR1 substrate turnover, NADPH consumption readout; also: potency is read from the fitted curve at half-maximal effect; % is scaled to controls: 0 for no effect and ±100 for the full control effect; nearly all actives have a fitted effect of over 50% in size
Target sequence (O89049 whole entry, looked up): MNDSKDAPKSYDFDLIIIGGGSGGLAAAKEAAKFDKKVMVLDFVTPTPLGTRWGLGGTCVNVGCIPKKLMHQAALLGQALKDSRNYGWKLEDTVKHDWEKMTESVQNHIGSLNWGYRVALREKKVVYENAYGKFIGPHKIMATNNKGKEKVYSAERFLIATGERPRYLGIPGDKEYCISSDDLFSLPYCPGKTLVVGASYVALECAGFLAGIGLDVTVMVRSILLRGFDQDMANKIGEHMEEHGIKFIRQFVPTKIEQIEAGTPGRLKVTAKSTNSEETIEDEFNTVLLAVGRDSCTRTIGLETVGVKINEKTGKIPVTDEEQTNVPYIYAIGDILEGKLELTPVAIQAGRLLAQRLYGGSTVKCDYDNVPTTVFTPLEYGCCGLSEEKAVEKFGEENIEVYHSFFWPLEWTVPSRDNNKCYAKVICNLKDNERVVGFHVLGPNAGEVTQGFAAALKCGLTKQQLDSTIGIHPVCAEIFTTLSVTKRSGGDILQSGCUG
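Rat TrxR1, dispensed at 90 nM, was prereduced with 400 uM NADPH (final) for 5 min at ~22 deg C, then incubated with compound 15 min before 400 uM selenite. A first-read NADPH fluorescence drop versus no-compound background flagged substrates.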
TRHR agonist = TRH receptor (human) agonism; 360,000 compounds, 0.18% hits; TRHR cells, calcium flux fluo-8, FDSS agonist mode; activation, % at 2 µM; in the data active = activation above about 30%; also: 0% is about no effect
Target sequence (P34981 whole entry, looked up): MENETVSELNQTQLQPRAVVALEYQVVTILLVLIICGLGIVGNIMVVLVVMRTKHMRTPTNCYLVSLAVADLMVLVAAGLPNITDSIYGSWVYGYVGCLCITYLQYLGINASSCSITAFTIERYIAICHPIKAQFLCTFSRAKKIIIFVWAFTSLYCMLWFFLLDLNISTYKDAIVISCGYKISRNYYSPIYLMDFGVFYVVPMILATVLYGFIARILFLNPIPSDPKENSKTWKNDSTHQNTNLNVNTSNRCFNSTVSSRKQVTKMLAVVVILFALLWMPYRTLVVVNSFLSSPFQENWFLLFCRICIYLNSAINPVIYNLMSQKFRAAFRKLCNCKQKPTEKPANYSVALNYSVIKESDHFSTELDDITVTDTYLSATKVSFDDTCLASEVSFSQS
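Fluo-8-loaded TRHR cells; 10 s baseline, compound added, kinetic Ca2+ fluorescence read 1/s, agonist mode.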
TRHR PAM = allosteric enhancers of human TRH receptor; P34981; TRHR cells, fluo-8 calcium fluorescence, EC20 TRH enhancement; enhancement, % at 2 µM; 360,000 compounds, 0.66% hits; AID 493056; in the data active = enhancement above about 30%; also: 0% is about no effect
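TRHR-expressing cells loaded with fluo-8 calcium dye were read kinetically (ex 480/em 530) during compound addition, then stimulated with an EC20 of TRH (10 nM final). Enhancement of the Gq-mediated intracellular calcium response was scored.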
rTrxR1 inhibitor = inhibitors of rat thioredoxin reductase 1; Potency, µM (series often up to 114 µM), for the others: at the highest dose activity change, negative = inhibition, hits mostly inhibitors; recombinant rTrxR1, NADPH fluorescence consumption, selenite substrate; 390,000 compounds, 1% hits; AID 588453; also: potency is read from the fitted curve at half-maximal effect; % is scaled to controls: 0 for no effect and ±100 for the full control effect; nearly all actives have a fitted effect of over 65% in size
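Rat TrxR1 (90 nM in the dispensed reagent) was pre-reduced with 400 uM NADPH for 5 min at room temperature, then incubated with compound for 15 min. After 400 uM selenite was added, NADPH fluorescence (Ex 340/Em 450 nm) was followed for 8 min.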
* marks the source's active call; other numbers are inactive results; ? = inconclusive; nt = not tested or not shown; & = joins results of further samples; [ ] = dose if it differs, or a comment. Unless noted, calls follow the shape of the dose curve; as a rule, active = well fitted inhibition curve with a large enough effect; inconclusive = small, poorly fitted or top-dose-only effect; inactive = no such curve, though single readings can be large or run the other way. The list is partial (hit frequency here may not be typical).

Results follow in this order: TrxR1 substrate, TRHR agonist, TRHR PAM, rTrxR1 inhibitor
COC(=O)CC1C(=O)NC(C)=C1C(=O)OC (stereo not given)
  nt, 0.2, -2.4, nt
COc1cccc(Cn2ncc3c4sc(B(O)O)cc4n(C)c3c2=O)c1
  nt, 0.2, 26.7, nt
N#Cc1ccc2c(c1)C[C@]1(CCCCN3C(=O)c4ccccc4C3=O)OC3=C(C(=O)OC4(CCCCC4)C3)C2O1
  nt, 0.3, 9.8, nt
COC(=O)C1=C(C)N(CCc2cc(OC)c(OC)c(OC)c2)C(=O)N[C@H]1c1cccs1
  nt, -1.0, 2.3, nt
Oc1ccc(CNc2cccc(C(F)(F)F)c2)c2cccnc12
  nt, 0.3, -3.4, nt
Cc1ccc2[nH]c3c(N4CCN(Cc5ccc6c(c5)OCO6)CC4)ncnc3c2c1
  nt, -0.6, -3.1, nt
CC1(C)CC(=O)C2=C(C1)O[C@@]1(CCCCN3C(=O)c4ccccc4C3=O)Cc3cc(C#N)ccc3C2O1
  nt, 0.3, -14.8, nt
CCOc1cc(N2CCOCC2)c(OCC)cc1NC(=O)c1nc2nccc(C)n2n1
  nt, 0.0, -5.5, nt
COc1ccccc1-c1c(C#N)c(SCC(=O)N2CCCC2)nc(C)c1C(N)=O
  nt, 0.3, -2.0, nt
CC(=O)Nc1cc2c(s1)c1cnn(Cc3ccccc3F)c(=O)c1n2C
  nt, -0.5, 0.5, nt
Cc1cccc(NC(=O)c2cnc3sccn3c2=O)c1C
  nt, 0.0, -3.3, nt
CNc1ncnc2ccc(-c3c(C)noc3C)cc12
  nt, 0.4, 1.0, nt
Cc1scc(C(=O)N/N=C/c2ccc([N+](=O)[O-])o2)c1C
  nt, -0.1, 0.2, nt
CCCCn1c(C)cc2c(c1=O)[C@H]1O[C@](CCCCN3C(=O)c4ccccc4C3=O)(Cc3ccccc31)O2
  nt, -0.5, 5.0, nt
O=C1OC2(CCCCC2)CC2=C1C1O[C@](c3ccsc3)(Cc3ccccc31)O2
  nt, -0.5, -15.1, nt
N#Cc1cc([N+](=O)[O-])ccc1NC(=O)COC(=O)C12CC3CC(CC(C3)C1)C2
  nt, 1.2, -3.1, nt
CCc1cc2c(nc1CC)CCN(CC/C(C)=N/O[C@@H](C)c1cc(-c3c(C)cc(C)cc3C)no1)C2
  nt, -1.4, 2.6, nt
Cc1c(C(=O)Nc2ccccc2N2CCOCC2)sc2nc3n(c(=O)c12)CCC3
  nt, 0.5, -1.6, nt
CC1(C)CC(=O)C2=C(C1)O[C@@]1(CCCCN3C(=O)c4ccccc4C3=O)Cc3ccccc3C2O1
  nt, -0.9, -9.3, nt
O=C1c2ccccc2C(=O)N1c1ccc(-c2nc3ccccc3o2)cc1
  nt, 0.9, -2.5, nt
Cc1nccn1CC(=O)N/N=C/c1ccc(O)c(O)c1
  nt, 0.2, 4.6, nt
CCOCC(=O)Nc1cc(C(=O)NCCC(C)C)ccc1Cl
  nt, -0.2, 11.0, nt
N#Cc1ccc2c(c1)C[C@]1(CCCCN3C(=O)c4ccccc4C3=O)Oc3c(c(=O)oc4ccc(F)cc34)C2O1
  nt, 0.6, 6.6, nt
Oc1cc(NCc2ccccc2)cc2cccnc12
  nt, 10.0, 1.8, nt
CCCCC[C@]12Cc3cc(OC)c(OC)cc3[C@H](O1)c1c(cc(C)oc1=O)O2
  nt, 0.4, -4.5, nt
CN(C)c1ccc(-c2nn3c(-c4ccc(Cl)cc4Cl)nnc3s2)cc1
  nt, 0.2, 3.4, nt
CCN1C(=NCCCCO)N[C@@H](c2ccccc2)C(C(=O)OC)=C1C
  nt, 0.2, 4.4, nt
O=C(CSc1nnc(-c2ccccc2)c2ccccc12)NCC1CCCO1 (stereo not given)
  nt, -0.3, -11.6, nt
COCc1cc(C)nc(N/N=C/c2ccc(-c3ccc(C(=O)O)c(Cl)c3)o2)c1C#N
  nt, 0.4, 6.3, nt
CCN1C(=NCCN2CCOCC2)N[C@@H](CCc2ccccc2)C(C(=O)OC)=C1C
  nt, 0.3&-0.8, -10.7&3.2, nt

Next part
Results follow in this order: TrxR1 substrate, TRHR agonist, TRHR PAM, rTrxR1 inhibitor
COc1ccc2c3c(c(=O)oc2c1)C1O[C@](CCCCN2C(=O)c4ccccc4C2=O)(Cc2c1ccc1ccccc21)O3
  nt, 0.8, 4.7, nt
Cc1cc2c(s1)c1c(C)nn(Cc3ccccc3F)c(=O)c1n2C
  nt, 0.3, -1.5, nt
CC(C)C(OC(=O)c1oc2ccccc2c1CSC1CCCCC1)C(=O)NC(N)=O (stereo not given)
  nt, -0.3, -9.9, nt
COc1ccc([C@]23Cc4cc(OC)c(OC)cc4C(O2)c2c(cc(C)n(Cc4ccccc4)c2=O)O3)cc1
  nt, 0.0, 5.4, nt
Cc1cc(C)nc(SCCn2c(N3CCC(C)CC3)nc3c2c(=O)n(C)c(=O)n3C)n1
  nt, 0.0, -7.3, nt
Nc1cc(=O)[nH]c(SCC(=O)Nc2nc3ccc([N+](=O)[O-])cc3s2)n1
  nt, 0.2, -1.2, nt
Fc1cccc(CNc2ncnc3ccc(-c4ccoc4)cc23)c1
  nt, 1.5, 5.9, nt
COC(=O)c1cc2c(s1)c1cnn(Cc3ccccc3F)c(=O)c1n2C
  nt, 0.1, 0.6, nt
COCCCNC(=O)c1cc2c(=O)n3cc(C)ccc3nc2nc1NCC1CCCO1 (stereo not given)
  nt, 6.6, -5.1, nt
CCOP(=O)(OCC)C(Nc1cccc(C(F)(F)F)c1)c1ccc(Br)cc1 (stereo not given)
  nt, -0.7, 4.6, nt
CN(C)c1ccc(/C=C/c2ccc3cc(F)ccc3n2)cc1
  7.5%, nt, nt, -1.9%
CNc1ccc(/C=C/c2ccnc3ccccc23)cc1
  -4.1%, nt, nt, 14.0%
O=C(OCCF)N1CCN(/[N+]([O-])=N/Oc2ccc([N+](=O)[O-])cc2[N+](=O)[O-])CC1
  4.6%, nt, nt, 7.08µM*
O=Cc1cccc(C=O)c1
  -1.9%, nt, nt, 8.8%
CC[N+](CC)(CC)c1ccc(/C=C/c2ccc3ccccc3n2)cc1
  -1.6%, nt, nt, -8.9%
CC12C(=O)OC(=O)C1(C)C1CCC2O1 (stereo not given)
  3.1%[57.1 µM], nt, nt, 9.0%[57.1 µM]
CN(C)c1ccc(/C=C/c2ccnc3ccccc23)cc1[N+](=O)[O-]
  -3.1%, nt, nt, 6.8%
CCc1ccc(NC(=O)CSc2nnc(-c3ccccc3)n2CC)cc1
  3.8%, nt, nt, 15.4%
Clc1ccc(/C=C/c2ccnc3ccccc23)cc1
  21.6%, nt, nt, 8.8%
C(=C\c1ccnc2ccccc12)/c1ccnc2ccccc12
  45.3%[activator], nt, nt, -8.9%
NC(N)=N[C@@H](CCC(=O)O)C(=O)O
  8.9%[57.1 µM], nt, nt, 17.2%[57.1 µM]
O=C(Nc1nccs1)[C@@H]1CC=C[C@@H]2CCN(Cc3ccc(Cl)c(Cl)c3)C(=O)[C@@H]21
  -5.0%, nt, nt, 1.3%
CN(C)c1ccc(/C=C/c2ccc3cc(N)ccc3n2)cc1
  -0.3%, nt, nt, 1.3%
COc1ccc(/C=C/c2cnccn2)cc1OC
  -13.9%, nt, nt, -20.3%
COC(=O)c1ccc(NC(=O)c2nc(S(=O)(=O)Cc3ccccc3F)ncc2Cl)cc1
  -1.1%, nt, nt, 8.91µM*
C(=Nc1cccnc1)c1ccc2ccccc2n1
  3.4%, nt, nt, -11.4%
Cn1ccnc1
  2.8%[57.1 µM], nt, nt, -7.2%[57.1 µM]
CN(CC(=O)O)c1ccc(/C=C2\C=Cc3ccccc32)cc1
  1.1%&-3.5%, nt, nt, ?
Cc1ccccc1NC(=O)c1nc(S(=O)(=O)Cc2ccccc2F)ncc1Cl
  19.3%, nt, nt, 3.55µM*
COc1cc(N(C)C)ccc1/C=C/c1ccnc2ccccc12
  -0.6%, nt, nt, 9.8%

Following part:
Results follow in this order: TrxR1 substrate, TRHR agonist, TRHR PAM, rTrxR1 inhibitor
COc1ccc(C(NC(C)=O)c2ccc3cccnc3c2O)cc1OC (stereo not given)
  -5.0%, nt, nt, 0.9%
CCOC(=O)c1cc(OCc2csc(-c3ccccc3)n2)cc(C(=O)OCC)c1
  0.5%, nt, nt, 12.9%
O=C(C[n+]1cccc2cccc(O)c21)c1ccc2ccccc2c1
  2.7%, nt, nt, 4.5%
CCc1ccc(OCc2ccccc2C(=O)Nc2ccc3nc(C)cc(N)c3c2)cc1
  -5.7%, nt, nt, 5.9%
CCn1c(SCC(=O)NCc2ccco2)nnc1-c1cccc(N(C)C)c1
  4.9%, nt, nt, -8.4%
COc1ccc(/C=C/c2cc[n+](C)c3ccccc23)cc1OC
  -3.1%, nt, nt, -18.9%
CN(C)c1ccc(/C=C/c2cc(=O)[nH]c3ccccc23)cc1
  1.0%, nt, nt, 10.6%
Nc1ccc2cccnc2c1
  -5.0%, nt, nt, 6.6%
Nc1nc(N)c2snnc2n1
  -4.1%, nt, nt, -2.7%
c1ccc2c(c1)ccn2-n1ccc2ccccc21
  22.3%[0.0914 µM], nt, nt, 35.3%[0.0914 µM]
CN(C)c1ccc(/C=C/c2ccnc3ccccc23)cc1Br
  3.4%, nt, nt, 5.9%
COc1ccc(-c2ccc(=N)n(CCCC(=O)O)n2)cc1
  -1.7%, nt, nt, 15.1%
COc1ccc2c(c1)CCC1C2CC[C@@]2(C)C1CC[C@@H]2NCCCCCCN1C(=O)CCC1=O (stereo not given in full)
  10.8%[57.1 µM], nt, nt, 15.2%[57.1 µM]
CN(C)c1ccc(CCC2C=Cc3ccccc32)cc1 (stereo not given)
  29.4%, nt, nt, -2.5%
Cc1cc(SCC(=O)c2ccc(Br)cc2)cc(C)[o+]1
  -0.7%, nt, nt, -19.0%
S=c1[nH]c(=S)c2n[nH]nc2[nH]1
  -1.9%[0.0914 µM], nt, nt, 15.8µM*
CC(C)(C)c1ccc(/C=C/C(=O)Nc2ccc3c(c2)OCCO3)cc1
  -1.4%[57.1 µM], nt, nt, 3.2%[57.1 µM]
CCCCCCCCCCCCCCCCCCOC[C@H](COP(=O)([O-])OCC[N+](C)(C)C)OC
  ?, nt, nt, -1.7%[57.1 µM]
Cc1cnc2ccc3ccccc3c2c1C
  466.3%[activator], nt, nt, ?
O=S(=O)(NCCCCNS(=O)(=O)c1cccc2cccnc12)c1cccc2cccnc12
  1.0%, nt, nt, 19.7%

Seven entries from above, arranged by the value under rTrxR1 inhibitor, rising.
Results follow in this order: TrxR1 substrate, TRHR agonist, TRHR PAM, rTrxR1 inhibitor
Cc1cc(SCC(=O)c2ccc(Br)cc2)cc(C)[o+]1
  -0.7%, nt, nt, -19.0%
COc1ccc(/C=C/c2cc[n+](C)c3ccccc23)cc1OC
  -3.1%, nt, nt, -18.9%
CCn1c(SCC(=O)NCc2ccco2)nnc1-c1cccc(N(C)C)c1
  4.9%, nt, nt, -8.4%
O=C(C[n+]1cccc2cccc(O)c21)c1ccc2ccccc2c1
  2.7%, nt, nt, 4.5%
CCc1ccc(OCc2ccccc2C(=O)Nc2ccc3nc(C)cc(N)c3c2)cc1
  -5.7%, nt, nt, 5.9%
CN(C)c1ccc(/C=C/c2cc(=O)[nH]c3ccccc23)cc1
  1.0%, nt, nt, 10.6%
CCOC(=O)c1cc(OCc2csc(-c3ccccc3)n2)cc(C(=O)OCC)c1
  0.5%, nt, nt, 12.9%
